JMJD2A Tudor = blocks the human JMJD2A Tudor domain. AlphaScreen JMJD2A-Tudor / H3K4me3 peptide binding. O75164. actives 4.4% (n = 390,000). Potency, µM (top dose mostly 114 µM), inactives show top-dose activity change, negative = inhibition, usual class: inhibitors; also: % is scaled to controls: 0 for no effect and ±100 for the full control effect; nearly all actives have a fitted effect of over 50% in size
GLS inhibitor = blocks human kidney-isoform glutaminase activity. O94925. GLS enzymatic activity, qHTS titration. Potency, µM (titrated, usually from 45.5 µM), without a hit: top-dose activity change, negative = inhibition, actives largely listed as inhibitors. actives 0.21% (n = 410,000). AID 624170; also: % is scaled to controls: 0 for no effect and ±100 for the full control effect
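Enzyme dispensed in phosphate buffer (45 mM, pH 8.2, 0.02% Tween-20), compounds pinned in, then 1 mM L-glutamine solution and the glutamate oxidase–HRP–Amplex Red mix added; fluorescence read immediately and again after 30 min at room temperature.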
ERG-DNA inh = ERG Ets/DNA interaction inhibition; actives 0.028% (n = 370,000); fluorescence polarization, His-ERG Ets domain / labelled DNA; Potency, µM (doses to about 76.9 µM), without a hit: top-dose FP activity, negative = inhibition, usual class: inhibitors; AID 624246; active = well fitted inhibition curve with a large enough effect in the polarisation, with a control signal flat; inconclusive = small, poorly fitted or top-dose-only effect, or effect the other way, or a change in a side signal; inactive = no such curve, though single readings can be large or run the other way; the % refers to the polarisation;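 also: polarization taken with two DNA probes labelled with fluorescein and Texas red; % of control where 0% means no effect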
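His-tagged ERG Ets domain (1 uM in the protein solution; 300mM KCl, 50mM Tris-HCl, 1mM EDTA, 1mM DTT, pH 7.5) received compound, then a probe mix of 5 nM fluorescein-DNA and 100nM Texas-615-DNA. Fluorescence polarization was read for both dyes.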
HP1b chromo inh = inhibitors of HP1-beta chromodomain binding to methylated histone tails; P83916; actives 0.56% (n = 390,000); AlphaScreen HP1-beta / biotin-H3K9me3 peptide binding; Potency, µM (doses to about 114 µM), without a hit: top-dose activity change, negative = inhibition, most hits filed as inhibitors; also: nearly all actives have a fitted effect of over 70% in size; inactives centre near 23
Target sequence (P83916 whole entry, looked up): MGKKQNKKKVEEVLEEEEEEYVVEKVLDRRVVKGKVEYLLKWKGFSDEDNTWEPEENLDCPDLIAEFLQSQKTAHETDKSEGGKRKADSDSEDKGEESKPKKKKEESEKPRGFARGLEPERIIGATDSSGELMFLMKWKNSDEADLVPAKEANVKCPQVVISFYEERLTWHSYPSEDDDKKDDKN
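AlphaScreen: HP1-beta (50 nM) preformed 30 min with biotin-H3(1-18)K9me3 peptide (50 nM) in PBS pH 7.4, 0.01% Tween-20. Compound added for 30 min at RT, then streptavidin donor/nickel chelate acceptor beads (10 ug/mL) for 30 min.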
Tb PGK inh = inhibitors of T. brucei phosphoglycerate kinase. P07378. PGK/GAPDH coupled, Kinase-Glo luminescence, 60 min. Potency, µM (doses to about 57.5 µM), inactives show at the highest dose activity change, negative = inhibition, usual class: inhibitors. actives 0.043% (n = 380,000). AID 602233; also: % is scaled to controls: 0 for no effect and ±100 for the full control effect; nearly all actives have a fitted effect of over 60% in size
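Luminescent ATP detection (Kinase-Glo Plus) follows a 60-minute room-temperature incubation, with wells lacking PGK as controls. Buffer: 100 mM TEA (pH 7.6), 5 mM MgCl2, 0.01% Tween-20. Coupling enzyme GAPDH (100 nM final) supplies unstable 1,3-BPG in-well.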
RGS4 inhibitor = human RGS4 inhibition | P49798 | Transcreener GDP fluorescence polarization, RGS4-accelerated GTP hydrolysis | Potency, µM (highest dose often 114 µM), without a hit: at the highest dose activity change, negative = inhibition, most hits filed as inhibitors | actives 0.039% (n = 390,000); also: % is scaled to controls: 0 for no effect and ±100 for the full control effect; nearly all actives have a fitted effect of over 75% in size; some results filed as inactive show a strong effect at the top dose
Target sequence (P49798 whole entry, looked up): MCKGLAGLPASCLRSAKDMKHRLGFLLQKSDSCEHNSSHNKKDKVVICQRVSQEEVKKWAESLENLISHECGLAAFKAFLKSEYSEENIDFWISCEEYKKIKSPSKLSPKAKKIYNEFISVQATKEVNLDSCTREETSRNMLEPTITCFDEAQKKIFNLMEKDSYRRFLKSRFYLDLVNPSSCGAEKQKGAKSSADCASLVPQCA
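MLSMR compounds (23 nl, pin-transferred) preincubated 10 min at room temperature with a 500nM (2x) first reagent, then RGS4 at 900nM (2x) plus Transcreener GDP mix added; fluorescence polarization (620/688 nm) read before and after 90 min at 30 °C.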
rTrxR1 inhibitor = blocks rat thioredoxin reductase 1; O89049; recombinant rTrxR1, NADPH fluorescence consumption, selenite substrate; Potency, µM (top dose mostly 114 µM), inactives show at the highest dose activity change, negative = inhibition, actives largely listed as inhibitors; actives 1% (n = 390,000); also: % is scaled to controls: 0 for no effect and ±100 for the full control effect; nearly all actives have a fitted effect of over 65% in size
Target sequence (O89049 whole entry, looked up): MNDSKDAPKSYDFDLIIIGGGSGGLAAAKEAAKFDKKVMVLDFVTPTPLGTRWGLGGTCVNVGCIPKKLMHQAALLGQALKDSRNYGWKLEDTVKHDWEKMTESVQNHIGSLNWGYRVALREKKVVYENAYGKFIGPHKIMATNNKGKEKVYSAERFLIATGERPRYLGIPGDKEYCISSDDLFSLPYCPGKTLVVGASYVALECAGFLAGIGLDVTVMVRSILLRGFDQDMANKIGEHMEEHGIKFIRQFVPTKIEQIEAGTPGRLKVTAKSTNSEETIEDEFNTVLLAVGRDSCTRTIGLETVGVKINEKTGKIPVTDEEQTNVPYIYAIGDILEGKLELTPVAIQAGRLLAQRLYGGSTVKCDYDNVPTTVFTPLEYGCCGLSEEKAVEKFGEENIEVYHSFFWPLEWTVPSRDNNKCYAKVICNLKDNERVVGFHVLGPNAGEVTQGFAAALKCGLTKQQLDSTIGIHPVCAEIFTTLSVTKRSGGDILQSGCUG
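Rat TrxR1 (90 nM in the dispensed reagent) was pre-reduced with 400 uM NADPH for 5 min at room temperature, then incubated with compound for 15 min. After 400 uM selenite was added, NADPH fluorescence (Ex 340/Em 450 nm) was followed for 8 min.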
ALOX12 inh = inhibitors of human 12S-lipoxygenase ALOX12. actives 1.1% (n = 580,000). purified 12hLO, xylenol orange hydroperoxide absorbance. Potency, µM (doses to about 108 µM), without a hit: at the top dose activity change, negative = inhibition, hits mostly inhibitors; also: % is scaled to controls: 0 for no effect and ±100 for the full control effect
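Hydroperoxide product was detected by ferrous iron/xylenol orange as the 573 to 405 nm absorbance ratio. Arachidonic acid at 40 uM (final) was turned over for 30 min at room temperature by 150 nM human 12hLO, pH 7.0 Hepes buffer, after 15 min compound preincubation.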
Pin1 inhibitor = inhibitors of human Pin1 | Q13526 | Pin1 FP peptide displacement, HiFluor488, 10 min | Potency, µM (highest dose often 115 µM), for inactives: at the highest dose activity, negative = inhibition, actives largely listed as inhibitors | actives 0.009% (n = 390,000) | AID 504891; active = well fitted inhibition curve with a large enough effect in the polarisation, with a control signal flat, not every such curve was filed as active; inconclusive = small, poorly fitted or top-dose-only effect, or effect the other way, or a change in a side signal; inactive = no such curve, though single readings can be large or run the other way; the % refers to the polarisation; also: % is scaled to controls: 0 for no effect and ±100 for the full control effect
Target sequence (Q13526 whole entry, looked up): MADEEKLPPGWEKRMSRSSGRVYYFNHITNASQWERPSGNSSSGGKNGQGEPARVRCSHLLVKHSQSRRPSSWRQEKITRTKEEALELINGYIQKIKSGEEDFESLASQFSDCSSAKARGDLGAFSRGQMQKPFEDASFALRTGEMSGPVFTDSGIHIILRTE
Starred values were filed as active, the others as inactive; i = inactive; ? = inconclusive; . = not tested or not shown; & = joins results of further samples; [ ] = remark or other dose. Unless noted, calls follow the shape of the dose curve; as a rule, active = well fitted curve in the direction sought with a large enough effect; inconclusive = small, poorly fitted or top-dose-only effect, or another doubt; inactive = no such curve, though single readings can be large; an effect the other way counts as inactive or inconclusive. Potency is read from the fitted curve at half-maximal effect. These rows are one share of the data, so the mix of outcomes need not match the whole.

SMILES	JMJD2A Tudor	GLS inhibitor	ERG-DNA inh	HP1b chromo inh	Tb PGK inh	RGS4 inhibitor	rTrxR1 inhibitor	ALOX12 inh	Pin1 inhibitor
Cc1cccc(Cn2c(Cc3ccccc3)nc3ccccc32)c1	48%&11%[activator]	0%&3%	-1%	62%&54%[activator]	-3%&0%	-1%&-4%	5%&-3%	-11%&-8%	0%&3%
CCCCCc1ccc(-c2cn(Cc3ccc(C)cc3)nn2)cc1	4%	-1%	4%	44%[activator]	-1%	12%	4%[57.1 µM]	0%	-5%
CCOC(=O)C1CCCN(Cc2sccc2C)C1 (stereo not given)	2.8µM*	2%	-3%	?	-5%	7%	9%[57.1 µM]	.	?
CCn1cc(C(=O)NCCC2=CCCCC2)c(=O)c2cc(S(=O)(=O)N(C)C)ccc21	-27%	-6%	-11%	31%	7%	1%	14%	9%[57.4 µM]	-5%
CCOC(=O)Cn1c(=O)cc(C)c2cccc(C)c21	112%[activator]	-1%	-5%	122%[activator]	9%	1%	-1%	-4%	?
CCOc1ccc(C(=O)Nc2ccc3oc(-c4ccc(C)cc4C)nc3c2)cc1Br	-12%	-2%	1%	24%	-6%	-12%	-4%	-2%	?
Cc1ccc(SCC(=O)NN2C(=O)c3ccccc3C2=O)cc1	6%	3%	3%	50%[activator]	8%	-15%	6%[57.1 µM]	-11%	-1%
O=C1[C@@H]2CSC(c3ccc(Cl)cc3)N2C(=O)N1c1ccccc1 (stereo not given in full)	26%	1%	0%	61%[activator]	6%	9%	-10%	-21%	4%
COc1ccc(C2=NOC(C(=O)NCc3cccs3)C2)cc1OC (stereo not given)	-12%	-2%	-2%	28%	0%	1%	11%	-10%	5%
COc1ccccc1N1CCN(C(=O)c2cc(=O)c3cc(C)ccc3o2)CC1	-10%	6%	-3%	63%[activator]	.	-12%	9%	11%	11%
Cc1ccc(C2Cc3cc(O)c(O)cc3CN2)cc1 (stereo not given)	8.9µM*	?	-3%	?	i	-14%	26%[57.1 µM]	-104%	-9%
Cc1cccc(NC(=O)c2ccc(-n3cccn3)c([N+](=O)[O-])c2)c1	-25%	-14%	-11%	31%	-1%	-40%	?	0%	1%
Cc1cc(C)nc(N/N=C2/CCSc3ccc(F)cc32)n1	-40%	-9%	-21%	30%	-1%	-39%	-20%	6%	1%
Fc1ccc(N2CCN(c3ncnc4[nH]ncc34)CC2)cc1	-17%	1%	-2%	5%	-8%	6%	-2%[57.1 µM]	-8%	-5%
COc1ccc(CN2CCNC(=O)C2CC(=O)N(C)Cc2nonc2C)c(F)c1 (stereo not given)	3%	2%	-7%	37%	-2%	-4%	-23%	-4%	-6%
N#Cc1nc(-c2ccccc2F)oc1N1CCCC1	-11%	3%	5%	?	i	-27%	85%[activator]	3%&-5%	-5%
COC(=O)[C@H](CC(C)C)NC(=O)Nc1ccccc1F	-4%	-4%	3%	43%[activator]	-5%	16%	42%[activator]	163%[activator]	-4%
Cc1ccccc1NC(=O)CON=C(N)c1ccccc1	-7%	3%	3%	39%[activator]	i	-29%	5%	0%	-6%
CCN(CC)c1ccc(C(=S)NC2CCCCC2)cc1	?	19%	-5%	32µM*	-3%	-34%	5%[57.1 µM]	-13%	1%
CC(C)c1ccc(OCC(=O)Nc2cccc(C(=O)Nc3ccccc3C(=O)O)c2)cc1	-10%[57.1 µM]	1%	9%	35%	-1%	-3%	3%[57.1 µM]	?	.
O=C(CSCc1ccccc1Cl)N1CCN(c2ccccn2)CC1	-13%	0%	-1%	3%	.	9%	7%	-15%	2%
Cc1cc(C)cc(OCC(=O)Nc2cccc(S(=O)(=O)NC3=NCCC3)c2)c1	-5%	0%	-11%	29%	3%	23%	32%	?	-3%
Cc1cccc(C(=O)NCc2nnc(SCC(=O)NC3CCCC3)n2C)c1	-10%	-3%	4%	28%	-2%	-2%	14%	-25%	-1%
O=C(NNc1ccnc2cc(Cl)ccc12)C1CCCCC1	-10%	?	-1%	4%	i	8%	-12%	?	5%
CCOc1ccc(OCCn2c(SCC(=O)O)nc3ccccc32)cc1	-31%	-7%	0%	42%[activator]	-5%	-9%	23%	-23%	1%
CCc1ccc2nc3sc(C(=O)O)cc3cc2c1	-7%	19%	1%	43%[activator]	-8%	-28%	3%[57.1 µM]	-19%	3%
Cc1oc2ncnc(N3CCOCC3)c2c1C(=O)N1CCN(c2cccc(C(F)(F)F)c2)CC1	-16%	2%	2%	33%	i	-21%	14%	-8%	-2%
O=C(COc1ccccc1)NCC(c1cccs1)N1CCOCC1 (stereo not given)	4%	-2%	.	14%	.	29%	14%[57.1 µM]	-4%[57.4 µM]	1%
Cc1cc(C)c(OCC(=O)Nc2cccc(O)c2)cc1C	-19%	14%	0%	-1%	-3%	0%	19%	55%[activator]	3%
NC(=O)c1sc(-c2ccsc2)cc1NS(=O)(=O)c1ccc(C(F)(F)F)cc1	-32%	35%[activator]	0%	-11%	-3%	-27%	9%[57.1 µM]	0%	-17%
Cc1ccc2c(C)c(C(=O)N(C)Cc3nccn3C)oc2c1C	?	-1%	0%	5%	i	34%	26%	4%	-1%
Cn1cc(Cl)c(C(=O)NC2CCCCCC2)n1	-8%	2%	.	0%	-6%	17%	2%	5%	1%
COC(=O)c1ccc(COC(=O)c2ccc(CS(=O)(=O)c3ccc(C)cc3)cc2)cc1	11%[11.4 µM]	5%	2%	44%[activator]	8%	5%[11.4 µM]	-2%	3%	1%
CN(C)/C=C1/OC(=O)C(C#N)=C1c1ccc(Cl)cc1	-22%	4%	5%	35%	.	-4%	9%	?	12%
COc1cccc(NC(=O)C2CC(=O)n3cnnc3S2)c1 (stereo not given)	18µM*	27%	8%	-75%	i	?	?	?	11%
COc1ccc(OC)c(NC(=O)COc2coc(CN3CCCc4ccccc43)cc2=O)c1	-12%	0%	-8%	53%[activator]	8%	-15%	19%	3%	4%
COc1ccc(OC)c(-n2nnc(-c3nc(-c4ccc5c(c4)OCO5)no3)c2C)c1	-6%	2%	-6%	36%	.	-19%	12%[57.1 µM]	-13%	-3%
CC1Cc2ccccc2C(CCc2ccccc2)=N1 (stereo not given)	0%	-4%	-11%	75%[activator]	.	-20%	15%	0%	-4%
Cc1ccc(-c2noc(-c3cc(C(C)(C)C)nn3Cc3ccccc3)n2)cc1	49%[activator]	-4%	2%	91%[activator]	-6%	4%	11%	?	-6%
O=C(c1cccs1)N1CCN(S(=O)(=O)N2CCOCC2)CC1	-14%	2%	3%	28%	-3%	6%	3%	-5%	0%

Limited to JMJD2A Tudor (two entries from above):
| structure | JMJD2A Tudor |
| --- | --- |
| O=C(CSCc1ccccc1Cl)N1CCN(c2ccccn2)CC1 | -13% |
| Cc1cc(C)cc(OCC(=O)Nc2cccc(S(=O)(=O)NC3=NCCC3)c2)c1 | -5% |

Continuation:
SMILES	JMJD2A Tudor	GLS inhibitor	ERG-DNA inh	HP1b chromo inh	Tb PGK inh	RGS4 inhibitor	rTrxR1 inhibitor	ALOX12 inh	Pin1 inhibitor
CCN(Cc1ccccc1)C(=O)CCS(=O)(=O)c1ccc2c(c1)CCN2C(C)=O	-14%&-13%	0%&8%	5%&-2%	46%&15%[activator]	-9%&-1%	-9%[56.9 µM]	31%[57.1 µM]	-2%&-9%	0%&2%
CCC(C)NC(=O)Cn1c(=O)n(Cc2ccc(C(=O)NCc3ccccc3OC)cc2)c(=O)c2ccccc21 (stereo not given)	-15%	-7%	-1%	-6%	-10%	12%	24%	-19%	28%
CCCN(C(=O)COC(=O)c1nc2nccc(C)n2n1)C1CCS(=O)(=O)C1 (stereo not given)	-10%	-1%	-8%	-7%[57 µM]	5%	-50%	9%	0%	?
O=C(Nc1ccc(Br)cc1)c1cccc(OC(=S)N2CCOCC2)c1	-5%	0%	7%	32%	-8%	-2%	17%[0.457 µM]	3%	-1%
CC1=C(C(=O)NCCN2CCN(C)CC2)C2(CCC(C)CC2)OC1=O (stereo not given)	-10%	1%	1%	36%	0%	21%	4%	0%	1%
Cc1ccc(C)c(NC(=O)CSc2nc(C)cs2)c1	-3%	-1%	5%	58%[activator]	i	-17%	17%	4%	3%
O=C1CCSC2(C(=O)N(Cc3ccc(F)cc3)c3ccccc32)N1c1cccc(F)c1 (stereo not given)	-19%	2%	-2%	11%	-3%	?	5%	0%	7%
C/C(=N\NC(=O)c1cc(C2CC2)nc2ccccc12)c1ccc(C)s1	-3%	18%	-3%	36%	0%	-9%	9%	0%	4%
C=C(Cl)COc1ccc2c(CC)cc(=O)oc2c1	26%	7%	.	74%[activator]	.	-1%	23%	2%	-7%
CCOC(=O)[C@@H]1[C@H]2COc3ccc(Br)cc3[C@H]2N2C(=O)N(c3ccc(F)cc3)C(=O)[C@@]12C	-19%	-2%	3%	17%	-10%	12%	22%	.	-4%
O=C(CN(Cc1cccs1)S(=O)(=O)c1ccc(S(=O)(=O)N2CCCCC2)cc1)Nc1ccccc1	-9%	9%	.	11%	-3%	23%	-9%	-5%	1%
CCN(C(=O)Cn1cnc2onc(-c3ccc(F)cc3)c2c1=O)c1ccc(OC)cc1	-12%	-14%	-4%	37%	i	-19%	9%	?	-3%
O=C(NC1CCCCCC1)c1ccc2c(c1)sc1nc(-c3ccccc3)cn12	-5%	3%	7%	38%	-4%	-8%	26%	-17%	-15%
Cc1ccccc1/C=N/n1c(C2CCCCC2)n[nH]c1=S	-23%	?	54%[activator]	29%	-7%	-36%	-6%	-7%	-1%
